Assay outcomes from PubChem.
FadD28 binding: inhibitors of FadD28 bisubstrate probe binding, primary screen, biochemical, fluorescence polarization, single point | Mycobacterium tuberculosis FadD28 fatty-acid-AMP ligase | inhibition, % at 12.5 µM | 360,000 compounds, 0.22% hits | AID 588549, 2011; in the data active means inhibition above about 8.5%, passing the limit was not always enough; inconclusive means no clear call, values can overlap the other calls
Mtb FBA inh: Mtb FBA enzyme inhibitors, primary screen, biochemical, fluorescence, strain H37Rv. Fructose-bisphosphate aldolase (Mycobacterium tuberculosis (strain ATCC 25618 / H37Rv)), …. purified M. tuberculosis FBA, fluorescence read-out. inhibition, % at 1 µM. 360,000 compounds, 2.3% hits; in the data active means inhibition above about 27%;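 further: 0% = vehicle and 100% = reference inhibitor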
PfHsp40 rescue: rescue of yeast from PfHsp40 toxicity, primary screen, S. cerevisiae, ATP luminescence; S. cerevisiae expressing PfHsp40, growth rescue; growth rescue, % at 12.5 µM; 340,000 compounds, 0.68% hits; in the data active means growth rescue above about 28%, passing the limit was not always enough; inconclusive means no clear call, values can overlap the other calls;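 further: yeast W303a lacking pdr1 and pdr3 grown in galactose medium; growth measured after three days at 30 °C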
UGM FP inh: M. tuberculosis UGM enzyme inhibitors, primary screen, biochemical, fluorescence polarization, single point. 320,000 compounds, 0.06% hits. AID 504406, 2011. purified UGM, fluorescence polarization probe displacement. UDP-galactopyranose mutase (Mycobacterium tuberculosis (strain ATCC 25618 / H37Rv)), …. inhibition, % at 10 µM; in the data active means inhibition above about 10%, passing the limit was not always enough; inconclusive means no clear call, values can overlap the other calls
BoNT F protease: BoNT/F light chain protease inhibitors, primary screen, biochemical, flow cytometry, MLPCN library; Botulinum neurotoxin type F light chain protease (Clostridium botulinum); inhibition, % at 10 µM; Multiplex microsphere protease cleavage assay; 360,000 compounds, 0.22% hits; AID 588497, 2011; in the data active means inhibition above about 35%, passing the limit was not always enough; inconclusive means no clear call, values can overlap the other calls; further: plate controls were buffer without enzyme for full effect and enzyme alone for no effect
Anthrax LF inh2: Bacillus anthracis LF protease inhibitors, primary screen, biochemical, multiplex microsphere, MLPCN library. multiplex microsphere protease cleavage assay. inhibition, % at 10 µM. Lethal factor (Bacillus anthracis), P15917. 360,000 compounds, 0.12% hits. AID 588501, 2011; further: plate controls were buffer without enzyme for full effect and enzyme alone for no effect
Target sequence (P15917 whole entry, looked up): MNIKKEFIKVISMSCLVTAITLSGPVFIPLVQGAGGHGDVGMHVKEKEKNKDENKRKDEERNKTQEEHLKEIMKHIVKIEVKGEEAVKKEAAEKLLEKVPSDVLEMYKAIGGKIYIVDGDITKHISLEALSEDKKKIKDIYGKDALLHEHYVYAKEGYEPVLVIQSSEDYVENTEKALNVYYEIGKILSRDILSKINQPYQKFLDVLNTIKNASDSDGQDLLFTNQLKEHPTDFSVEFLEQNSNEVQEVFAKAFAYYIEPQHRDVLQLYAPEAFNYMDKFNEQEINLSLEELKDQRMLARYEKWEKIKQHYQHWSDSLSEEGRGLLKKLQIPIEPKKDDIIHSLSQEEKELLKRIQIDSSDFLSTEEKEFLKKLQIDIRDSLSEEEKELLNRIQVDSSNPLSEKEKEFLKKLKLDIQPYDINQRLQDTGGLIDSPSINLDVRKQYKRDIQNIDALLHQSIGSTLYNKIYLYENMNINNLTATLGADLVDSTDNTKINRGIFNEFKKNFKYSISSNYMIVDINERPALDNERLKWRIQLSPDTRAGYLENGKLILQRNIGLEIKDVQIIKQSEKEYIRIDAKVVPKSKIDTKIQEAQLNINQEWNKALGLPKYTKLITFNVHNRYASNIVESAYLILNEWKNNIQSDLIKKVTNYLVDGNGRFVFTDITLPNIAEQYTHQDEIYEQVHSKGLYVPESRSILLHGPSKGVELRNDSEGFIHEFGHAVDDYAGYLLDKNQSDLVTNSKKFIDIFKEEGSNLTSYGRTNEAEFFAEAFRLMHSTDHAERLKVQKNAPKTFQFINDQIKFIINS
BoNT-A LC inh2: BoNT/A light chain protease inhibitors, primary screen, biochemical, flow cytometry, MLPCN library. multiplex microsphere protease substrate cleavage. inhibition, % at 10 µM. 360,000 compounds, 0.17% hits. AID 588499, 2011; further: plate controls were buffer without enzyme for full effect and enzyme alone for no effect
BioA inh: M. tuberculosis BioA enzyme inhibitors, primary screen, biochemical, plate reader, single point, HTS. 7,8-diaminopelargonic acid synthase BioA (Mycobacterium tuberculosis). purified M. tuberculosis BioA enzyme. inhibition, % at 9.99 µM. 360,000 compounds, 0.096% hits. AID 602481, 2012; in the data active means inhibition above about 40%; inconclusive means no clear call, values can overlap the other calls
GDH-TPI inh: GDH-TPI coupling enzyme inhibitors, primary screen, artefact control for M. tuberculosis FBA inhibitor project, biochemical, absorbance, full deck | GDH-TPI coupled enzyme counterscreen, NADH absorbance | inhibition, % at 4.8 µM | 360,000 compounds, 1.2% hits; in the data active means inhibition above about 30%;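 further: 0% = DMSO wells and 100% = wells lacking the enzyme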
The depositor's hits bear a star; ? = inconclusive; . = not tested or not shown; & = joins results of further samples. Unless noted, no stated cut-off is given here; in the data, active means inhibition above about 30%; inconclusive means no clear call, values can overlap the other calls; inactive means below that. Hits appear at their usual frequency; overall some 4.7% were active at least once.

SMILES | FadD28 binding | Mtb FBA inh | PfHsp40 rescue | UGM FP inh | BoNT F protease | Anthrax LF inh2 | BoNT-A LC inh2 | BioA inh | GDH-TPI inh
C[C@H](CO)N1C[C@H](C)[C@@H](CN(C)Cc2ccc(Oc3ccccc3)cc2)Oc2ccc(NC(=O)Cn3cnnn3)cc2C1=O | -5.5 | 0 | -1.3 | 1.1 | -2 | -1 | -0.6 | 1.1&-0.9 | 2
CC(C)NC(=O)Nc1ccc2c(c1)C(=O)N([C@H](C)CO)C[C@H](C)[C@@H](CN(C)S(=O)(=O)c1ccccc1)OCCCC[C@@H](C)O2 | -2.1 | -3 | . | . | -1 | -5 | -0.4 | 0.5 | -5
CCOC(=O)COc1cc2c(C(=O)OCC)c(C)oc2cc1Br | -6.2 | -1 | -0.5 | -2.2 | -6 | 4 | -0.4 | 1.2 | -12
O=C(NCc1ccco1)C(=O)NCC1OCCN1S(=O)(=O)c1ccc(Br)cc1 (configuration not stated) | -2.2 | -3 | 1.5 | 5.1 | 1 | -1 | 0.1 | . | -7
CC1CCCC(C)N1C(=O)COC(=O)CSc1ccc(C(N)=O)cc1[N+](=O)[O-] (configuration not stated) | -0.3 | 2 | -0.3 | -1.5 | -110 | -18 | -64 | 2.9 | -4
CCOC(=O)N1CCN(CC(=O)Nc2ccc(F)c(F)c2)CC1 | -1.7 | 2 | -0.5 | 3.6 | -8 | 0 | 0.2 | . | 2
O=C(NCC1CCCO1)c1cc2ccccc2[nH]1 (configuration not stated) | -1.1 | 14 | -1.2 | 0.3 | -8 | 0 | 0.5 | -0.7 | 5
COc1ccc(Br)cc1S(=O)(=O)Nc1ccc(Cl)cn1 | 1.3 | 1 | 3.4 | -0.2 | -10 | 0 | 4.5 | 0.2 | 7
CCC(CC)C1C(C#N)=C(N)Oc2n[nH]c(-c3ccccc3)c21 (configuration not stated) | 0.4 | 0 | -0.9 | 2.3 | -11 | 0 | 0.7 | -0.4 | 9
Cn1nc(C(=O)NCc2ccccc2)cc1C(=O)NCc1ccccc1 | -1.7 | 0 | 0.9 | -1.0 | 5 | 2 | -3.3 | -0.6 | 7
COc1cccc(-n2c(SCC(=O)NC(C)(C)C)nnc2-c2ccoc2C)c1 | -2.8 | 1 | 0.0 | -1.5 | -9 | 0 | -0.8 | 5.5 | -2
Cc1ccc(-c2nc3ccccc3s2)cc1NC(=S)NC(=O)/C=C/c1ccco1 | -6.4 | -1 | -0.8 | 0.1 | -9 | -1 | -0.1 | -2.2 | 11
C=CCCN([C@H](CO)Cc1ccccc1)S(=O)(=O)c1ccccc1Br | -1.1 | 1 | 0.7 | . | -3 | -6 | -0.6 | -1.0 | 5
CCOC(=O)c1[nH]c2ccccc2c1NC(=S)Nc1ccccc1C | -3.1 | 11 | -1.3 | 0.6 | -1 | 5 | -1.0 | 0.3 | -2
Cc1ccc(NC(=S)N2CCn3cccc3C2c2cccnc2)cc1 (configuration not stated) | -5.1 | 0 | -1.9 | -1.4 | 0 | 0 | -0.1 | . | 0
CCC/C=C/c1ccc(CN2C(C)C(=O)N(Cc3cn(CCC4OCCO4)nn3)CCS2(=O)=O)cc1 (configuration not stated) | -0.2 | -1 | . | . | -2 | 2 | -0.1 | -0.7 | 5
O=c1oc2ccccc2c(N2CCCCC2)c1CN1CCCC1 | -0.9 | -1 | 0.9 | 1.1 | -2 | -3 | 1.2 | 0.0 | 6
O=C(NCC1CCCO1)/C(=C/c1ccc(Cl)cc1)NC(=O)c1ccccc1 (configuration not stated) | -0.6 | 2 | -0.6 | 3.3 | -7 | 0 | -0.5 | . | 0
CCCCCCCc1nn2c(=O)cc(O)nc2s1 | -0.7 | 0 | 0.0 | -1.5 | 1 | -1 | 2.0 | 0.8 | 9
CCc1nc2ccc(C(=O)N3CCN(C(=O)c4ccco4)CC3)cn2c1N(CC)CCOC | -1.3 | 4 | . | . | 3 | -9 | -0.5 | -0.9 | 13
O=C(CSc1nc2ccccc2o1)Nc1nc2ccccc2s1 | -2.8 | 5 | -0.2 | 2.3 | -7 | -2 | 0.6 | -1.5 | -6
CCCCN(CC)C(=O)Cc1ccccc1OC | -1.4 | -2 | -0.3 | 3.4 | 6 | 2 | 0.6 | -0.2 | 14
CCc1ccc(NC(=O)Cn2nnc(-c3ccc(C)cc3-n3cnnn3)n2)cc1 | -2.9 | -1 | 0.7 | 1.2 | -4 | -5 | -1.1 | -1.8 | 9
CCN(CC)CCNCc1cc(Br)ccc1OCC(=O)NCc1ccccc1 | -2.2 | 2 | 1.6 | 3.5 | -3 | 5 | -1.0 | . | 4
O=C(O)c1ccc(NC2(C(=O)O)CCCC2)cc1 | 0.1 | 5 | -1.8 | . | 9 | 6 | 0.7 | . | 1
Cc1ccc(-c2ccc(=O)n(CC(=O)NCCCN3CCCCC3)n2)cc1 | -0.5 | 6 | -1.1 | 0.7 | 6 | -1 | 0.0 | -0.5 | 6
CC(=O)N1CCC(C(=O)Nc2cc(C)cc(C)c2)CC1 | -1.3 | -2 | 0.5 | -2.5 | ? | -2 | 3.4 | -1.4 | 16
CC(=O)Nc1ccc(-c2nnn(CC(=O)Nc3ccc4c(c3)OCO4)n2)cc1Cl | 0.5 | 3 | -0.5 | 0.7 | -2 | 8 | -0.9 | . | -4
Cc1ccc2nc(NC(=O)c3ccc(N4C(=O)CCC4=O)cc3)sc2c1 | -2.9 | 3 | -1.6 | -0.2 | -8 | 4 | 0.1 | . | -3
O=C(NCc1cccnc1)Nc1ccccc1 | 0.4 | -1 | -1.2 | 0.9 | -4 | -1 | -0.2 | -0.6 | 2

Only PfHsp40 rescue and BoNT-A LC inh2, for two of the compounds above:
SMILES	PfHsp40 rescue	BoNT-A LC inh2
O=C(CSc1nc2ccccc2o1)Nc1nc2ccccc2s1	-0.2	0.6
CCCCN(CC)C(=O)Cc1ccccc1OC	-0.3	0.6

Next part:
SMILES | FadD28 binding | Mtb FBA inh | PfHsp40 rescue | UGM FP inh | BoNT F protease | Anthrax LF inh2 | BoNT-A LC inh2 | BioA inh | GDH-TPI inh
CC(C)(C)OC(=O)NCc1ccc(CNC(=O)c2[nH]cnc2C(=O)N[C@@H](Cc2ccccc2)C(=O)OC(C)(C)C)cc1 | -6.6 | -2 | 0.1 | -2.9 | 2 | -10 | 0.6 | -0.5 | -5
CC1CCCCC12NC(=O)N(Cc1cc(=O)n3ccsc3n1)C2=O (configuration not stated) | -2.1 | 7 | 1.0 | 0.4 | 6 | -2 | -1.2 | -1.3 | 18
COc1ccc(C)cc1NC(=O)COC(=O)C1CC1 | -2.7 | 2 | 0.0 | -2.3 | 2 | 0 | -0.6 | -0.4 | 4
CCC(C)NC(=O)C(Sc1ccccc1)c1ccccc1 (configuration not stated) | -1.0 | 0 | -0.3 | -2.1 | -4 | -2 | 0.1 | . | -1
CC1(C)Cc2cccc(C(=O)NC3CCN(Cc4ccccc4)CC3)c2O1 | 0.0 | 7 | 0.1 | 1.6 | -7 | -4 | -0.1 | 17 | -3
O=C(Cn1nc(C(F)F)cc1C(F)F)NNC(=S)Nc1ccc(F)cc1 | 0.0 | 3 | -0.7 | 1.0 | -4 | -2 | 0.2 | -0.9 | 0
O=C(CSc1nnc(NC(=O)c2c(F)cccc2F)s1)NC1CCCCC1 | 0.3 | -2 | -0.8 | -0.9 | 0 | 3 | -1.9 | -3.2 | 15
Cc1ccc(CNC(=O)/C(C#N)=C/c2ccc(C)s2)cc1 | -4.4 | 15 | -0.1 | 2.1 | 9 | -3 | 0.5 | 0.5 | 12
CCOc1ccccc1N(C(=O)Nc1ccc(Cl)cc1)C1=NC(C)CS1 (configuration not stated) | -0.8 | 3 | -0.5 | 0.1 | -4 | -2 | -0.6 | . | 12
COc1ccc(CNC(=O)[C@H](C)NC(=O)C2CCN(S(=O)(=O)c3ccccc3)CC2)cc1 | -0.6 | 1 | -0.5 | 1.0 | -3 | -4 | -2.1 | -1.4 | 4
COc1ccc(OC)c(S(=O)(=O)NCCc2ccccc2)c1 | -2.0 | 1 | 0.4 | -1.5 | -10 | 1 | 1.0 | . | -1
CCOC(=O)N1CCC(NC(=O)CCc2nc(C3=CCN(C)CC3)no2)CC1 | 0.1&1.3 | 2&0 | 0.3&-1.7 | -0.5 | 0&-7 | 6&6 | 2.1&0.8 | -4.6 | 3&3
Brc1ccccc1-c1nnc(COc2ncnc3ccccc23)o1 | 1.8 | 2 | -0.3 | 0.1 | -1 | -3 | -0.3 | 1.8 | 17
Cc1cccc(C)c1NC(=O)Nc1nnc([C@@H]2C[C@H](O)[C@@H](CO)O2)s1 | -2.9 | -3 | . | . | 5 | 0 | 0.2 | -2.0 | -12
Cc1ccccc1C(NC(=O)C1CCN(Cc2ccc(Oc3ccccc3)cc2)CC1)c1ccsc1 (configuration not stated) | -1.8 | -2 | . | . | -13 | -6 | -0.8 | 0.0 | 9
COCCCn1c(SCc2nnc(-c3ccc(OC)c(OC)c3)o2)nnc1-c1ccncc1 | -3.2 | 2 | 0.5 | -1.4 | 5 | 2 | -0.4 | -1.0 | -5
COc1cccc(/C(O)=C/c2nc3ccc(C(=O)NCCc4ccc(Cl)cc4)cc3[nH]c2=O)c1 | -6.0 | 0 | 1.6 | . | 7 | 2 | 6.8 | . | 8
CC1CCN(C(=S)Nc2ccc(SC(F)F)cc2)CC1 | 1.5 | 0 | -0.7 | 0.1 | -3 | 0 | -1.7 | . | 2
Cc1ccnc(NS(=O)(=O)c2ccc(N3C(=O)c4ccccc4C3=O)cc2)n1 | 1.2 | 2 | -1.5 | 1.1 | -3 | -3 | 0.7 | 0.1 | 0
COC(=O)Cc1c(O)ccn(Cc2ccc3c(c2)OCO3)c1=O | -4.5 | -3 | -1.4 | 0.5 | -2 | -7 | -0.4 | 0.7 | -3
N#CC1=C(S)N(c2ccccc2)C(c2ccc(-c3ccc(Cl)c(Cl)c3)o2)NC1=O (configuration not stated) | -1.2 | -1 | 0.6 | 2.5 | 0 | 1 | -0.8 | . | 13
O=C(c1cccs1)N1CCC(N2CCN(c3ccccc3)CC2)CC1 | 0.6 | 8 | 3.3 | -1.1 | -5 | 1 | 0.6 | 6.8 | 6
O=C(N/N=C/c1ccc(Br)s1)c1c[nH]c2ccccc12 | -2.8 | 0 | 5.4 | 1.8 | -20 | -1 | -1.0 | . | 40*
Cc1ccc(CNC(=O)c2ccc(NC(=O)CCS(=O)(=O)c3cccs3)cc2)cc1 | 0.7 | 1 | 0.7 | 1.3 | 16 | 2 | 0.0 | . | 7
Clc1ccc(Cl)c(OCCN2CCCC2)c1 | -3.4 | 1 | 2.0 | 0.5 | -13 | 6 | -0.7 | -1.3 | -1
O=C(c1ccc2ccccc2n1)N1CCN(c2ccccc2)CC1 | 0.4 | 0 | 1.2 | 2.1 | -7 | -6 | 0.6 | 0.3 | 2
COCCN(C(=O)C(C)C)c1nnc(-c2ccc(C)cc2)s1 | -4.7 | 1 | 2.5 | -0.2 | 11 | 6 | 2.6 | . | -7
CCOC(=O)c1ccccc1NC(=O)COC(=O)CSCC(=O)Nc1cc(C)on1 | -0.1 | 1 | -0.4 | 1.4 | 0 | 3 | -2.9 | -1.4 | 2
